Screening data as filed in PubChem BioAssay.
MmCpn inh: Inhibitors of TCP-1 ring complex (TRiC) of Methanococcus maripaludis (MmCpn): qHTS; purified Mm-Cpn ATPase, ADP Transcreener TR-FRET; Potency, µM (titrated, usually from 76.9 µM), inactives show at the highest dose activity, negative = inhibition, most hits filed as inhibitors; actives 0.031% (n = 330,000); note: potency is the fitted concentration of half-maximal effect; % is set by controls: 0 for no effect and ±100 for the full control effect; nearly all actives have a fitted effect of over 80% in size
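25 nM Mm-CPN + cpd, 10 min 37°C; + 10 uM ATP, 30 min 37°C; buffer 30 mM Tris pH 7.4, 100 mM KCl, 5 mM MgCl2, 1 mM DTT; Transcreener ADP HTRF detection 30 min RT.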
Akt phos inh: HTS Assay for Inhibitors of Akt Phophorylation: Primary Screen; Neuro2A IGF-stimulated pAkt S473 HTRF, 20 min; hits give low values; activity change, % for hits at 50 µM; actives 0.32% (n = 360,000); AID 651550, 2012; in the data active = activity change below about -80%; inconclusive = mostly about -51% to -80%; note: % is set by controls: 0 for no effect and ±100 for the full control effect
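Single-point screen (50 µM final compound) in Neuro2A cells stimulated 20 min with 6 nM IGF at 37 deg C. After lysis, Ser473-phosphorylated Akt read by HTRF (ex 330 nm, em 615/665 nm) as the 665/615 ratio.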
PTHR1 agonist: qHTS for PTHR1 Agonists: Primary Screen; Parathyroid hormone/parathyroid hormone-related peptide receptor (Homo sapiens), Q03431; HEK293 GP2 PTHR1 cells, GloSensor cAMP luminescence, 1 h; Potency, µM (doses to about 115 µM), without a hit: top-dose activation, most hits filed as activators; actives 0.075% (n = 410,000); AID 743266, 2014; note: potency is the fitted concentration of half-maximal effect; nearly all actives have a fitted effect of over 55% in size; some results filed as inactive show a strong effect at the top dose; inactives centre near -15; many of its hits are not listed in these tables
Target sequence (Q03431 whole entry, looked up): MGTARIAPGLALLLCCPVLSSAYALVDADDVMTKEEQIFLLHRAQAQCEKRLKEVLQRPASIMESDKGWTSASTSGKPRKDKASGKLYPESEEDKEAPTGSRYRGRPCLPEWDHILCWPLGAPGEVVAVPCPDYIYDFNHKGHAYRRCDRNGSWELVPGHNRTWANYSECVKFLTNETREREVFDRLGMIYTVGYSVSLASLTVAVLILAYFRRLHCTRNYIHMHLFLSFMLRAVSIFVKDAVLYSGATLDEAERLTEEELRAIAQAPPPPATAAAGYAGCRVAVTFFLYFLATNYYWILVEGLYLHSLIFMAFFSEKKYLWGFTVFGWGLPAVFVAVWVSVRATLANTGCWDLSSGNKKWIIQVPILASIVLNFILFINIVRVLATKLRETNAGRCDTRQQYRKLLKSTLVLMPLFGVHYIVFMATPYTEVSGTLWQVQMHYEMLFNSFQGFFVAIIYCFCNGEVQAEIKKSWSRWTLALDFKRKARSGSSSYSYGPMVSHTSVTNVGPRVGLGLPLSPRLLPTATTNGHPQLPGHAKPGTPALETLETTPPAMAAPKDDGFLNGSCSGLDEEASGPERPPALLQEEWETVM
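HEK-293-derived GP2 cells expressing PTHR1 and a GloSensor cAMP reporter, 3,000/well, plated overnight, given luciferin plus IBMX (each 0.5 mM as added) for 1 h at 37 °C, then compound for 1 h at 37 °C. Luminescence was read after 15 min at room temperature.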
TDP-43 yeast inh: qHTS of TDP-43 Inhibitors | actives 1.8% (n = 410,000) | TDP-43 expressing yeast growth rescue, BacTiter-Glo, 24 h | AID 652104, 2013 | Potency, µM (highest dose often 46.1 µM), without a hit: at the highest dose growth rescue (activation), hits mostly activators; note: potency is the fitted concentration of half-maximal effect; % of control where 0% means no effect; nearly all actives have a fitted effect of over 50% in size
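Cell-based yeast growth screen: TDP-43 expression induced in galactose, inoculum OD600=0.02 after raffinose pregrowth to mid-log. Read-out BacTiter-Glo luminescence at 24 hr, 30 deg C; inhibition of toxicity seen as signal increase.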
aSyn rescue: qHTS of alpha-syn Inhibitors; AID 652106, 2013; Potency, µM (top dose mostly 46.1 µM), for the others: at the top dose growth rescue (activation), most hits filed as activators; actives 0.14% (n = 370,000); Yeast expressing alpha-synuclein, growth rescue, BacTiter-Glo, 24 h; note: potency is the fitted concentration of half-maximal effect; % of control where 0% means no effect; nearly all actives have a fitted effect of over 65% in size
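Galactose-induced alpha-syn yeast (OD600=0.02, raffinose-pregrown) + pinned cpd, 24 hr, 30 deg C; growth by BacTiter-Glo luminescence. Growth restoration scores as activation.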
GLP1R inv ag: qHTS of GLP-1 Receptor Inverse Agonists (Inhibition Mode); Glucagon-like peptide 1 receptor (Homo sapiens), P43220; actives 1.6% (n = 410,000); HEK293 GLP-1R CRE-luciferase, luminescence, 24 h; GLP-1R form is constitutively active; AID 624417, 2012; Potency, µM (doses to about 38.3 µM), without a hit: at the top dose activity change, negative = inhibition, usual class: inhibitors; note: potency is the fitted concentration of half-maximal effect; % is set by controls: 0 for no effect and ±100 for the full control effect; nearly all actives have a fitted effect of over 55% in size
Target sequence (P43220 whole entry, looked up): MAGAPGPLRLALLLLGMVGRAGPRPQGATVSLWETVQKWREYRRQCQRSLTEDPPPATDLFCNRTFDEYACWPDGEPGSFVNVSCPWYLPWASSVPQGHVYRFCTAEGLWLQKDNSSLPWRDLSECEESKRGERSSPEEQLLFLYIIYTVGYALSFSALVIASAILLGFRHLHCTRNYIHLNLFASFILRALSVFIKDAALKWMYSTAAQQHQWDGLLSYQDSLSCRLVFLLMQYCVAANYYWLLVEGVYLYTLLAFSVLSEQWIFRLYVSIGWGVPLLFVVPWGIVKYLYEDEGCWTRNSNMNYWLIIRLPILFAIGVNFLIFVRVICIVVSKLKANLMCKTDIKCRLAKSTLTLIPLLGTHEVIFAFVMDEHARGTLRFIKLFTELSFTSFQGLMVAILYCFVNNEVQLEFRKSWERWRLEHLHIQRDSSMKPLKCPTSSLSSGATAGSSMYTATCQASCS
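Inverse agonists were sought by their lowering of basal cAMP reporter luciferase output in HEK293 cells stably carrying constitutively active human GLP-1R, after 24 h compound treatment.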
Abeta rescue: qHTS for compounds that reverse cellular toxicity of Amyloid beta (A-beta) peptide in yeast: Primary Screen | AID 1347071, 2019 | actives 0.063% (n = 410,000) | Potency, µM (top dose mostly 46.1 µM), inactives show at the top dose growth rescue, most hits filed as activators | yeast expressing A-beta42, growth rescue, OD600, 48 h; response scale: 0% DMSO, 100% iron-clioquinol control; note: potency is the fitted concentration of half-maximal effect; nearly all actives have a fitted effect of over 55% in size
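Growth rescue measured by 600 nm absorbance after 48 h yeast culture at 30 C with compound. Values normalized between DMSO and an equimolar ferric chloride plus clioquinol control.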
GLP1R cytotox: qHTS of GLP-1 Receptor Inverse Agonists: Cytotox Screen | HEK293 cAMP-luciferase reporter cells, luminescence, 24 h | Potency, µM (highest dose often 38.3 µM), inactives show at the top dose activity change, negative = inhibition, hits mostly inhibitors | actives 0.13% (n = 410,000);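 note: loss of luciferase light is scored as toxicity; potency is the fitted concentration of half-maximal effect; % is set by controls: 0 for no effect and ±100 for the full control effect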
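A 23 nL compound transfer followed 12 hours of cell culture at 37 deg C; exposure then lasted 24 hr. Luciferase assay detection reagent was dispensed and plates read for luminescence after a 12 min room-temperature wait.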
FUS yeast rescue: qHTS for Suppressors of FUS Proteinopathy: Primary screen using FUS-linked yeast assay; S. cerevisiae FUS-expressing, growth rescue, OD600, 24 h; Potency, µM (top dose mostly 76.6 µM), without a hit: at the top dose growth rescue (activation), actives largely listed as activators; actives 0.24% (n = 390,000);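 note: potency is the fitted concentration of half-maximal effect; plate controls were DMSO vehicle for no effect and reference control for full effect; nearly all actives have a fitted effect of over 55% in size; some results filed as inactive show a strong effect at the top dose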
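Galactose (2%) drives FUS expression in yeast precultured in raffinose; seeding density OD 0.005. Test compounds incubated 24hr at 30C and 99% humidity before absorbance at 600 nm was measured.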
* marks the source's active call; other numbers are inactive results; i = inactive; ? = inconclusive; . = no result given; [ ] = dose if it differs, or a comment. Unless noted, calls come from the whole dose curve; as a rule, active = well fitted curve in the direction sought with a large enough effect; inconclusive = small, poorly fitted or top-dose-only effect, or another doubt; inactive = no such curve, though single readings can be large; an effect the other way counts as inactive or inconclusive.

SMILES	MmCpn inh	Akt phos inh	PTHR1 agonist	TDP-43 yeast inh	aSyn rescue	GLP1R inv ag	Abeta rescue	GLP1R cytotox	FUS yeast rescue
CC(Sc1nnc(NC2CC2)s1)C(=O)Nc1ccc(N2CCOCC2)cc1 (stereo not given)	1%	i	i	?	5%	4%	-10%	8%	17%
Cc1cc(C)nc(NC2=NCC(=O)N2c2cccc(Cl)c2)n1	0%	i	23%[57.5 µM]	9%	2%	-1%	4%	1%	7%
CCSc1nc2c(c(=O)[nH]1)C(c1ccc(C)cc1)C1=C(CCCC1=O)N2 (stereo not given)	0%	i	i	11%	3%	23%	0%	-27%	7%
CCSc1nnc(NC(=O)CSc2nc3c(c(=O)n2C)SC(C)C3)s1 (stereo not given)	1%	i	i	-2%	4%	?	1%	-8%	14%
COc1ccc2nc(SCC(=O)NCc3ccccc3)[nH]c2c1	-1%	i	-91%[inhibitor]	22%	-10%	-13%	0%	2%	-12%
COC(=O)c1ccc(N2C(c3cc(OC)cc(OC)c3)=Cc3ccc(OC)cc3C2CC(=O)c2ccco2)cc1 (stereo not given)	.	i	16%	15%	11%	-5%	-4%	-2%	?
Cc1ccccc1OCC(=O)OCC(=O)c1cc(C)n(C2CC2)c1C	-5%	i	-27%	30%	?	4%	4%	-4%	35%
COC(=O)c1cc(S(=O)(=O)N(C)C2CCCCC2)c[nH]1	?	.	0%	12%	5%	10%	-2%	-17%	-16%
CC(=O)Nc1ccc(S(=O)(=O)NCCSc2ccccn2)cc1	1%	i	i	7%	-6%	10%	-8%	-4%	17%
N=c1c(C(=O)NCC2CCCO2)cc2c(=O)n3ccccc3nc2n1Cc1ccco1 (stereo not given)	-1%	i	i	-12%	-5%	16%	-8%	-7%	-12%
Cc1c(N=C2C=CC(=O)c3ccccc32)c(=O)n(-c2ccccc2)n1C	-8%	i	-77%[inhibitor]	-93%[inhibitor]	-29%	72%[activator]	-60%[inhibitor]	-8%	47%
Cn1c(=O)cc(OCCCC(=O)Nc2ccc(F)cc2)c2ccccc21	.	.	i	7%	.	-3%	-17%	1%	7%
CCOc1ccc(C(=O)NC(=S)Nc2cccnc2)cc1[N+](=O)[O-]	-4%	i	i	22%[9.22 µM]	?	7%[7.66 µM]	2%	-3%[7.66 µM]	12%
Cc1cc(C)cc(N2CCCn3c2nc2c3c(=O)n(CC(=O)OCc3ccccc3)c(=O)n2C)c1	0%	i	i	-18%	?	-4%	-8%	6%	23%
Cc1c(Cl)cccc1Nc1n[nH]c(=S)s1	.	i	i	20%	-17%	7%	-16%	-21%	.
Cc1nn(-c2ccccc2Cl)c(Cl)c1/C=N/Nc1nc2ccccc2s1	-2%	i	-30%[inhibitor]	-6%	-1%	-43%	-7%	-20%	-19%
CCOC(=O)N1CCN(C(=O)c2cc(OCC)c(OCC)c(OCC)c2)CC1	1%	i	-3%	21%	-1%	-17%	-6%	1%	-13%
COc1ccc(/C(C)=N/NC(=O)c2ccc(CSc3nncn3C)cc2)cc1	-6%	i	i	-19%	-10%	2%	-5%	?	-18%
O=C(COc1ccc(Cl)cc1)NCc1nnc(SCC(=O)N2CCCCC2)o1	-1%	i	i	5%	1%	-1%	14%	-8%	3%
Cc1ccc(S(=O)(=O)n2cnc3cc([N+](=O)[O-])ccc32)cc1C	-5%	i	i	4%	1%	7%	9%	0%	.

9 of the compounds above, with values under each structure:
Sequence of screens: MmCpn inh	Akt phos inh	PTHR1 agonist	TDP-43 yeast inh	aSyn rescue	GLP1R inv ag	Abeta rescue	GLP1R cytotox	FUS yeast rescue
- CC(Sc1nnc(NC2CC2)s1)C(=O)Nc1ccc(N2CCOCC2)cc1 (stereo not given)
→ 1%	i	i	?	5%	4%	-10%	8%	17%
- Cc1cc(C)nc(NC2=NCC(=O)N2c2cccc(Cl)c2)n1
→ 0%	i	23%[57.5 µM]	9%	2%	-1%	4%	1%	7%
- CCSc1nc2c(c(=O)[nH]1)C(c1ccc(C)cc1)C1=C(CCCC1=O)N2 (stereo not given)
→ 0%	i	i	11%	3%	23%	0%	-27%	7%
- CCSc1nnc(NC(=O)CSc2nc3c(c(=O)n2C)SC(C)C3)s1 (stereo not given)
→ 1%	i	i	-2%	4%	?	1%	-8%	14%
- COc1ccc2nc(SCC(=O)NCc3ccccc3)[nH]c2c1
→ -1%	i	-91%[inhibitor]	22%	-10%	-13%	0%	2%	-12%
- COC(=O)c1ccc(N2C(c3cc(OC)cc(OC)c3)=Cc3ccc(OC)cc3C2CC(=O)c2ccco2)cc1 (stereo not given)
→ .	i	16%	15%	11%	-5%	-4%	-2%	?
- Cc1ccccc1OCC(=O)OCC(=O)c1cc(C)n(C2CC2)c1C
→ -5%	i	-27%	30%	?	4%	4%	-4%	35%
- COC(=O)c1cc(S(=O)(=O)N(C)C2CCCCC2)c[nH]1
→ ?	.	0%	12%	5%	10%	-2%	-17%	-16%
- CC(=O)Nc1ccc(S(=O)(=O)NCCSc2ccccn2)cc1
→ 1%	i	i	7%	-6%	10%	-8%	-4%	17%

Carrying on:
SMILES	MmCpn inh	Akt phos inh	PTHR1 agonist	TDP-43 yeast inh	aSyn rescue	GLP1R inv ag	Abeta rescue	GLP1R cytotox	FUS yeast rescue
COc1ccc(C2CC(c3ccc(C)cc3)=NN2C(=O)c2ccccc2)cc1 (stereo not given)	2%	i	-2%	-2%	24%	-5%	-13%	12%	-11%
CC1CCN(c2ncnc3c2nnn3C)CC1	.	.	19%	7%	.	13%	-13%	1%	-25%
CC(=O)c1ccc(N2CCN(C(=O)c3ccc(C(=O)c4ccccc4)cc3)CC2)cc1	-1%	i	-87%[inhibitor]	6%	0%	3%	-3%	5%	-19%
CCc1cc2c(=O)n(CC)c(SC(C)C(=O)Nc3c(C)n(C)n(-c4ccccc4)c3=O)nc2s1 (stereo not given)	-5%	i	-12%[57.5 µM]	8%	-9%	-27%	3%	-13%	24%
CCCSc1nnc(-c2cnn(-c3ccccc3)c2-n2cccc2)n1C	-1%	i	-33%	16%	0%	?	12%[9.22 µM]	-9%	-19%
COc1cc(C(=O)N(C)CCOc2ccccc2)ccc1OCC(=O)Nc1cccc(C(F)(F)F)c1	0%	i	-4%	21%	2%	?	28%	?	?
Clc1ccc2nc(CSc3ccccc3)cn2c1	0%	i	-87%[inhibitor]	-16%	-1%	?	0%	-22%	4%
CCS(=O)(=O)c1ccc(-c2cccc(NC(=O)COc3ccccc3)c2)nn1	2%	i	i	-9%	2%	30%	.	1%	-14%
CC(C)C[C@@H](CN1CCC[C@H]1CN1C(=O)C(=O)NC[C@@H]1Cc1ccc(O)cc1)N1C[C@H](Cc2ccc(O)cc2)N(CC2CCCCCC2)C(=O)C1=O	.	i	17%	12%	-9%	17%	-2%	6%	32%
O=C(NCCCCNC(=O)c1c(Cl)cccc1Cl)c1c(Cl)cccc1Cl	.	i	i	17%	-4%	10%	13%	11%	-17%
CCCCn1c(N)c(N(Cc2ccccc2OC)C(=O)CSCC(=O)Nc2ccc(C)cc2)c(=O)[nH]c1=O	.	i	i	15%	-2%	0%	15%	-21%	.
CCOC(=O)c1ccc(NC(=O)CN2c3ccccc3S(=O)(=O)c3ccccc32)cc1	.	.	-2%	-1%	.	?	-13%	-20%	?
COC(=O)C1=C(C(=O)OC)SC(=C2C(=S)C(C)(C)N(C(=O)C3CC3)c3ccccc32)S1	0%	i	-2%[57.5 µM]	2.2µM*	25%	?	-3%	?	8%
Cc1ccccc1N1CCN(C(=S)c2ccc([N+](=O)[O-])cc2)CC1	2%	i	i	?	-5%	?	6%	11%	.
O=S(=O)(c1ccc2c(c1)OCCO2)N1CCC(c2nc3ccccc3[nH]2)CC1	0%	.	i	-14%	1%	-2%	13%	1%	10%
CCCCC[C@@H](C)N1C[C@@H](COCc2ccccc2)Oc2cc(N3CCC[C@H]3CO)ccc2S1(=O)=O	.	i	-29%	13%	13%	?	14%	-9%	45%
O=C(Nc1ncc2c(n1)-c1ccccc1OC2)c1ccc(Cl)cc1	2%	-120%*	i	?	6%	41%[activator]	-27%	-11%	19%
Cc1ccccc1NC(=O)CON=C(N)c1ccccc1	1%	i	-25%	29%	-1%	11%	6%	-6%	-25%
COc1ccc(S(=O)(=O)NC2CCCCC2)c(C)c1C	1%	i	-15%	?	13%	?	15%[9.22 µM]	5%	-42%
O=C(CCNC(=O)c1ccc([N+](=O)[O-])cc1)NCC1COc2ccccc2O1 (stereo not given)	1%	i	-4%	6%	-2%	0%	5%	12%	5%
Cc1ccc(-n2cccc2/C=C2\C(=N)N3N=C(c4ccco4)SC3=NC2=O)cc1	2%	i	i	0%	0%	-1%	2%	-8%	18%
COc1ccc(-c2cc(C(=O)NCC(C)C)no2)cc1	-1%	i	i	-11%	-7%	3%	-14%	6%	-33%
CN(C)c1ccnc(-n2cccc2/C=N/O)c1C#N	-2%	i	i	-1%	1%	8%	5%	-13%	3%

Not all compounds are listed (hit frequency here may not be typical).
